# Screening results from PubChem BioAssay.
# HSP90 inh = HSP90 inhibitors, primary screen, cell lysate, luminescence; inhibition, % at 5.6 µM; Heat shock protein HSP 90 (rabbit reticulocyte lysate; luciferase refolding); AID 1789, 2009; 290,000 tested, 0.91% active; Rabbit reticulocyte lysate, luciferase refolding luminescence, 3 h;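 active = inhibition above the screen-wide mean plus 3 SD, computed separately per campaign, cut at about 16% in these data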;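 note: 0% = DMSO wells and 100% = 60 µM geldanamycin wells; inhibitors lower the luminescence because luciferase stays unfolded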
# Platelet DG rel = inhibitors of platelet dense granule secretion, primary screen, cell-based, MLPCN, human platelets; human platelet-rich plasma, SFLLRN dense granule ATP release, luminescence; inhibition, %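 (compounds screened at 7.5 µM in platelet-rich plasma)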; 300,000 tested, 0.22% active; AID 1663, 2009;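 active = mean replicate score, as percent of positive control, at or above 50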
# KLF5 inhibitor = KLF5 expression inhibitors, primary screen, DLD-1 cells, luminescence. inhibition, % at 5 µM. 290,000 tested, 0.23% active. DLD-1 KLF5 promoter-luciferase reporter. AID 1700, 2009;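 active = inhibition above a per-plate limit of that plate's mean compound inhibition plus 3 SD, cut at about 60% in these data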;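 note: 0% = DMSO wells and 100% = LY294002 at 200 µM; higher means less KLF5 promoter-driven luciferase light; inactives centre near -14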
# HSF-1 act = HSF-1 activators, primary screen, NIH3T3-HGL cells, MG132 stress, luminescence, single point; NIH3T3-HGL HSF-1 luciferase reporter, 8 h; 100% = twice DMSO control signal; activation, % at 9 µM; 300,000 tested, 1.7% active; AID 504408, 2011;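 active = mean replicate activation of at least 50% with a set share of replicates each reaching 50%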;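 note: 0% = median of the neutral control wells and 100% = twice that signal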
# HIF activator = HIF pathway transcriptional activators, primary screen, cell-based, U2OS HRE-luciferase, luminescence; U2OS HRE-luciferase reporter; normalized: DMSO 0%, desferrioxamine 100%; activation, % at 7.5 µM (by protocol); 300,000 tested, 0.32% active;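 active = mean activation of at least 10% of the iron chelator positive control signal, with at least half of replicates also reaching 10%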
# HSF1 inhib = HSF1 inhibitors in luciferase reporter cells, primary screen, cell-based, NIH3T3, luminescence; NIH3T3-HGL HSE-luciferase, MG132-induced, luminescence 8 h; hits give low values; activity change, negative = inhibition, % at 7.5 µM (by protocol); 300,000 tested, 0.77% active; AID 2098, 2009;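 active = more than half of replicate wells show activity change below -50%, luminescence cut by over half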;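 note: luciferase reports HSF-1 transcriptional activity via heat shock element; 0% = median of DMSO wells and -100% = zero luminescence signal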
# AI-2 QS mod = Vibrio harveyi AI-2 quorum sensing modulators, primary screen, JMH597 strain, luminescence/OD600 ratio. 300,000 tested, 0.4% active. Vibrio harveyi JMH597 AI-2 luminescence/OD600 ratio, 9 h; hits give low values; strain lacks LuxN and CqsS sensors; 0 = neutral-control median. activity change, % at 7.5 µM; in the data active = activity change below about -75%, passing the limit was not always enough;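 note: luminescence divided by OD600 gain over 9 h not by final OD600 alone; inactives centre near 13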
# aSyn UTR inh = MLPCN primary screen, SNCA 5' untranslated region | 300,000 tested, 0.82% active | alpha-synuclein 5'UTR reporter, inhibitor activity | inhibition, % (tested at 7.5 µM); in the data active = inhibition above about 60%;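 note: H4 neuroglioblastoma cells stably carrying SNCA 5'UTR luciferase fusion; 0% = DMSO wells and 100% = positive control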
# HDAC3 inhib = HDAC3 deacetylase inhibitors, primary screen, biochemical, fluorescence, cell-free homogeneous. recombinant HDAC3, fluorogenic peptide/trypsin coupled. 320,000 tested, 0.15% active. inhibition, % at 8.3 µM. Histone deacetylase 3 (Homo sapiens), O15379. AID 2718, 2010; in the data active = inhibition above about 26%, passing the limit was not always enough
# Target sequence (O15379 whole entry, looked up): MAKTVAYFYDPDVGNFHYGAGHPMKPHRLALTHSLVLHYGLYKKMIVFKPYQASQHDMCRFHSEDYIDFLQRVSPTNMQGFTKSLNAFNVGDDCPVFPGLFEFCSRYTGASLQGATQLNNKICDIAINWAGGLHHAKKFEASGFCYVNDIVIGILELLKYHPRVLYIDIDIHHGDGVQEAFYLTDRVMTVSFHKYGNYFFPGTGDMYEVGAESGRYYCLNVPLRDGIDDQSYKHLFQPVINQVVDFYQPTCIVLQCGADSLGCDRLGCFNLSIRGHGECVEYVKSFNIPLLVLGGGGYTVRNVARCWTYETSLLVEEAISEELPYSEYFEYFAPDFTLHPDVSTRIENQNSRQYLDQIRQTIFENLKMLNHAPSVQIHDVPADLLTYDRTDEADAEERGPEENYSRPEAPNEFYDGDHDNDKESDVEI
# IEC-6 cytotox = cytotoxicity in IEC-6 intestinal epithelial cells, primary screen, cytotoxicity control for KLF5 inhibitor project, cell-based, luminescence; IEC-6 cytotoxicity, luminescence viability; AID 1825, 2009; inhibition, % at 5 µM; 290,000 tested, 0.78% active; in the data active = inhibition above about 22%;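 note: 0% = plate median of test compound wells and 100% = cytotoxic reference compound wells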
# The depositor's hits bear a star; x = no result given.
item	smiles	HSP90 inh	Platelet DG rel	KLF5 inhibitor	HSF-1 act	HIF activator	HSF1 inhib	AI-2 QS mod	aSyn UTR inh	HDAC3 inhib	IEC-6 cytotox
1	COc1cc(/C=N/NC(=O)c2cccnc2)ccc1OC(=O)c1ccco1	1	-8	5	24	0.3	5	8	1	-2	3
2	COC(=O)c1sc(NC(=O)Cc2cccs2)nc1C	1	-17	-54	-1	1.8	1	24	-69	0	2
3	COc1ccc(/C=N/NC(=O)CC(=O)NCc2cccnc2)c(OC)c1	5	-29	24	5	-0.3	1	34	-19	4	4
4	COc1cc(NC2=Nc3cccc4cccc2c34)cc(OC)c1OC	6	13	-8	-15	-0.3	0	1	-9	0	5
5	O=C(Cc1ccccc1)Nc1ccc(C(=O)O)cc1	2	16	-1	-10	-0.2	-13	28	6	1	-2
6	CC(C)(C)c1ccc(C(=O)NNc2cc(Cl)cc(Cl)c2)cc1	-3	-12	-1	3	-0.2	-5	35	-6	2	6
7	CCN(CC)S(=O)(=O)c1ccc(C(=O)NCCCN=C2NS(=O)(=O)c3ccccc32)cc1	5	-2	6	-3	-2.0	-7	20	13	-5	3
8	O=C(NCc1ccc(F)cc1)C1CCCN1C(=O)Nc1cccc(F)c1 (stereo unspecified)	24*	-6	-105	16	1.3	4	-1	2	-3	0
9	O=C(CCC(=O)Nc1nnc(C2CCCCC2)s1)NCc1ccccc1	2	8	-6	45	-0.2	12	6	12	11	0
10	Cc1cc(C)n(CCCNC(=O)Cn2nnnc2CN2C[C@@H](C)O[C@@H](C)C2)n1	1	-5	-14	1	-0.5	-1	3	1	3	2
11	CC(=O)NN1C(=O)/C(=C/c2ccc(C(C)C)cc2)SC1=S	8	2	6	12	0.0	-2	18	-16	8	-4
12	CC(=O)Nc1ccc(-n2c(=O)c3ccccc3c3ccccc3c2=O)cc1	24*	10	26	36	-0.9	24	12	-1	8	5
13	O=C(Cc1ccccc1)Nc1ccc(Br)c(Cl)c1	-3	-1	-29	12	0.8	4	-41	-20	-6	5
14	Nc1ccccc1C(=O)Nc1cccc2ccccc12	-2	-3	-145	6	3.9	19	12	-204	0	0
15	CCc1ccc(OC(=O)c2ccn(CC)n2)cc1	1	0	-13	0	-0.1	17	29	-13	6	-2
16	Cc1ccc(CN(C)CC(=O)Nc2cccc([N+](=O)[O-])c2)o1	-3	3	-11	11	-0.1	5	8	13	1	1
17	Cc1ccccc1SCc1noc(C(=O)NCC2CCCO2)c1C(=O)O (stereo unspecified)	-6	2	-48	-2	-0.5	1	17	-14	3	-1
18	Cc1[nH]c2ccccc2c1NC(=O)CN1CCN(c2cccc(C(F)(F)F)c2)CC1	5	x	-1	x	x	x	x	x	3	2
19	CCNC(=O)CCc1nc(-c2ccc(C)cc2)no1	-1	-12	-43	15	0.6	2	x	-41	6	-4
20	COC(=O)c1ccccc1N=Nc1c(C)[nH][nH]c1=O	4	-2	-8	6	0.0	4	23	20	3	-4
21	COc1ccc(N2C(=O)C(CC(N)=O)N(NC(=O)c3cccc(OC)c3)C2=S)cc1 (stereo unspecified)	-2	16	-22	21	-0.1	4	7	-13	-2	-6
22	Cn1cc(-c2cccc(Cl)c2)cc(C#N)c1=O	6	2	20	-11	0.1	-6	6	10	-2	9
23	Cc1nc2ccc(NC(=O)c3ccc(Cl)nc3)cc2s1	5	3	-38	-6	1.3	-1	10	-47	x	-7
24	CC(C)Cn1c(N)c(C(=O)COC(=O)C2CC(=O)N(Cc3ccccc3Cl)C2)c(=O)n(C)c1=O (stereo unspecified)	0	11	12	10	-0.4	-3	9	-1	5	3
25	O=C1CC(c2cccs2)CC(O)=C1C=NCCN1CCNCC1 (stereo unspecified)	2	-2	23	21	-0.6	-4	18	15	1	3
26	Brc1cnc(N2CCCC2)nc1N1CCOCC1	-2	1	-22	-16	-0.9	-5	5	25	0	6
27	O=C(O)CSCc1ccc(C(=O)O)o1	7	-1	-45	3	0.2	-9	17	10	-2	-1
28	CN1CC(c2ccccc2)Oc2ccccc2C1=S (stereo unspecified)	x	6	x	-8	0.1	-7	-1	-5	1	x
29	CCOC(=O)c1ccc(N/C(=N/S(=O)(=O)c2ccccc2)c2ccccc2)cc1	-7	-17	-33	32	0.9	5	40	21	2	1
30	CCOC(=O)CCc1c(C)n(CC)c2ncnn2c1=O	-5	12	-7	3	-0.2	-4	10	17	-3	-2
31	CCOc1ccc(N(CC(=O)Nc2ccc(Br)cc2)S(C)(=O)=O)cc1	-1	0	-45	11	3.4	-1	6	-38	10	-1
32	O=C(Nc1ccc2c(c1)OCO2)Nc1cnccn1	0	-1	-53	27	1.5	-2	-5	-98	6	1
33	CCCC(=O)NNc1cc(=O)c2c(=O)n(C)c(=O)n(C)c2[nH]1	5	0	-51	4	-0.1	-16	15	-15	3	0
34	COC(=O)C1=NN[C@H](C(=O)OC(C)(C)C)[C@H]1c1ccccc1	-2	-2	19	-15	0.7	1	4	5	0	-5
35	C=CCn1c(-c2csc(-c3ccc(OC)c(OC)c3)n2)n[nH]c1=S	0	4	-35	0	-0.2	-1	30	37	5	1
36	COCCOCC(O)CN1CCN(c2ccc(C)cc2)CC1 (stereo unspecified)	2	3	18	1	-0.3	-8	20	8	5	1
37	CCC(C)(C)c1ccc(Oc2ccc(NC(=O)COC(=O)C3=COCCO3)cc2)cc1	1	1	6	24	-2.5	3	21	91*	17	1
38	COc1ccccc1CN1CC(C(=O)NCC2CCCO2)CC1=O (stereo unspecified)	-1	-5	-27	x	-0.4	x	11	2	7	-1
39	O=C(Nc1c(Cl)cccc1Cl)c1ccc(-c2ccccc2)cc1	-3	7	-36	-23	1.3	-14	17	-66	-12	-5
40	CN(C)CCNc1oc(COc2ccc(Cl)cc2)nc1C#N	4	2	-8	41	-1.5	2	-5	4	2	-8
41	CCOC(=O)Cn1nc(C)n(-c2ccc(C)cc2)c1=O	-1	-1	-17	-2	1.5	-10	20	-14	-7	2
42	CC1CCN(S(=O)(=O)c2ccc(NC(=O)CN3CCOCC3)cc2)CC1	7	4	11	21	-0.1	-1	9	17	-2	-4
43	O=C1NN(c2ccc(F)cc2)C(=O)/C1=C\c1cnn(-c2ccccc2)c1	-4	5	4	17	0.0	-2	10	-6	-1	3
44	Cc1c(NC(=S)N/N=C/c2ccc(Br)cc2)c(=O)n(-c2ccccc2)n1C	4	3	2	1	-0.3	-2	24	5	4	1
45	c1csc(-c2csc3ncnc(NCCCN4CCOCC4)c23)c1	-1	1	-20	-2	-0.2	-11	39	-2	-5	-4
46	CSc1ccc(CC(=O)N2CCC(n3nccc3NC(=O)C3CC3)CC2)cc1	-2	5	-91	18	2.0	-3	6	-116	-10	1
47	O=C(Nc1ccc(C(=O)N2CCOCC2)cc1)Nc1cccc2ccccc12	2	11	12	9	1.1	12	20	-40	1	9
48	Cc1ccc(C)c(NC(=O)c2cc(=O)c3ccccc3o2)c1	-2	-11	-42	9	2.2	0	-3	-134	8	6
49	C=CCOc1ccc(/C(O)=C2\C(=O)C(=O)N(CCOC)C2c2cccnc2)cc1 (stereo unspecified)	-5	-9	-9	3	-0.1	1	3	-26	-3	4
50	CN(C(=O)CSc1nnn(C)n1)c1ccccc1	-1	1	-11	2	0.0	-8	10	-35	-2	6
51	COc1ccc(NC(=O)CSc2nc3sc(C)c(C)c3c(=O)n2Cc2ccco2)cc1	-1	1	-14	4	-0.5	7	27	36	7	-6
52	CCCCOC(=O)C1=C(C)Nc2ncnn2C1c1ccc(OCC)c(OC)c1 (stereo unspecified)	0	-3	-18	16	0.4	18	4	17	-4	2
53	O=C(CNC(=S)N(CCCN1CCOCC1)Cc1cccs1)NCCN1CCOCC1	0	2	8	-3	0.0	-3	22	12	4	0
54	COc1ccccc1OCc1ccc(C(=O)NN)cc1	3	2	-21	-13	1.2	-1	5	4	11	-1
55	CCOC(=O)c1c(C)c(C(=O)N2CCc3ccccc3C2)c(C)n1CC	-2	-5	-9	49	0.5	22	10	7	8	0
56	Cc1nc(-c2cccs2)ccc1C(=O)O	-2	0	-22	-11	1.3	-4	16	-5	1	-5
57	CC(=O)Nc1ccc(NC(=O)c2ccc(CN3CCc4ccccc4C3)cc2)cc1	3	3	-15	5	-0.8	-2	5	-18	12	4
58	Nc1ccc2nc(N3CCOCC3)sc2c1	1	25	-114	2	-3.2	-2	14	-69	6	1
59	O=C(CSC1=NS(=O)(=O)c2ccccc2N1)Nc1cccc(F)c1	x	-8	x	-13	-0.4	-5	26	1	x	x

# Entries 55–59, quoted:
item	smiles	HSP90 inh	Platelet DG rel	KLF5 inhibitor	HSF-1 act	HIF activator	HSF1 inhib	AI-2 QS mod	aSyn UTR inh	HDAC3 inhib	IEC-6 cytotox
55	CCOC(=O)c1c(C)c(C(=O)N2CCc3ccccc3C2)c(C)n1CC	-2	-5	-9	49	0.5	22	10	7	8	0
56	Cc1nc(-c2cccs2)ccc1C(=O)O	-2	0	-22	-11	1.3	-4	16	-5	1	-5
57	CC(=O)Nc1ccc(NC(=O)c2ccc(CN3CCc4ccccc4C3)cc2)cc1	3	3	-15	5	-0.8	-2	5	-18	12	4
58	Nc1ccc2nc(N3CCOCC3)sc2c1	1	25	-114	2	-3.2	-2	14	-69	6	1
59	O=C(CSC1=NS(=O)(=O)c2ccccc2N1)Nc1cccc(F)c1	x	-8	x	-13	-0.4	-5	26	1	x	x

# Exported with one line to a screen: entries from further up
(50) CN(C(=O)CSc1nnn(C)n1)c1ccccc1
(51) COc1ccc(NC(=O)CSc2nc3sc(C)c(C)c3c(=O)n2Cc2ccco2)cc1

assay / entry	50	51
HSP90 inh	-1	-1
Platelet DG rel	1	1
KLF5 inhibitor	-11	-14
HSF-1 act	2	4
HIF activator	0.0	-0.5
HSF1 inhib	-8	7
AI-2 QS mod	10	27
aSyn UTR inh	-35	36
HDAC3 inhib	-2	7
IEC-6 cytotox	6	-6

# Fetched one by one from the entries so far (2):
item	smiles	HSP90 inh	Platelet DG rel	KLF5 inhibitor	HSF-1 act	HIF activator	HSF1 inhib	AI-2 QS mod	aSyn UTR inh	HDAC3 inhib	IEC-6 cytotox
49	C=CCOc1ccc(/C(O)=C2\C(=O)C(=O)N(CCOC)C2c2cccnc2)cc1 (stereo unspecified)	-5	-9	-9	3	-0.1	1	3	-26	-3	4
53	O=C(CNC(=S)N(CCCN1CCOCC1)Cc1cccs1)NCCN1CCOCC1	0	2	8	-3	0.0	-3	22	12	4	0

# An unsorted share of the library, and some 5% of all compounds hit somewhere here.
